# From PubChem BioAssay
# VEEV TC-83 Vero – inhibitors of VEEV TC-83 cytopathic effect, confirmation, Vero cells (AID 588727); 0.13% of 350,000 active; Vero cells, VEEV TC-83 cytopathic effect inhibition; higher % means a stronger effect; one-dose inhibition, % at 20 µM; IC50 in µM for titrated hits; in the data active = a potency from the dose series; note: strong numbers were not always called active
# Numbers without * were called inactive; i = inactive. The list is partial, so the mix of outcomes need not match the whole.
Structure	VEEV TC-83 Vero
O=C(COC(=O)c1ccccc1Cl)NCc1cccs1	i
CCN(CC)C(=O)C1=C(C)N(Cc2ccc(C(C)(C)C)cc2)C(=O)C(CC(=O)NCCCN(C)C)C1 (centres undefined)	i
Cc1c(C(=O)N2CCN(Cc3nccn3C)CC2)oc2c(F)cccc12	0.4%
Cc1ccc2ccccc2c1NC(=O)CNCc1ccccc1	3.0%
C[C@@H]1CN([C@H](C)CO)C(=O)CCCn2cc(nn2)CO[C@H]1CN(C)C(=O)Nc1ccc2c(c1)OCO2	0.0%
Cc1cc(C)nc(NS(=O)(=O)c2ccc(NC(=O)c3ccccc3Br)cc2)n1	1.9%
COc1ccc(NC(=O)N(C)C[C@H]2OCCCC[C@@H](C)Oc3ccc(N(C)C)cc3C(=O)N([C@H](C)CO)C[C@@H]2C)cc1	1.2%
CC(C)CN(C(=O)CSc1nnc(-c2cccs2)n1C1CC1)C1CCS(=O)(=O)C1 (centres undefined)	i
Cc1ccc2cc(CNC[C@H]3O[C@@H](n4cc(C)c(=O)[nH]c4=O)C[C@@H]3O)c(N3CCOCC3)nc2c1	i
Cc1cccc(NC(=O)c2nc[nH]c2C(=O)NC[C@H](C)O)c1	0.3%
COc1ccc(C2CCCCC2SCC(=O)O)cc1OC (centres undefined)	0.8%
CC(=O)c1c(O)cc2c3c1OC(C)(C)C1CCC(C)(CC31)O2 (centres undefined)	11%
C[C@@H]1CCCCO[C@H](CN(C)Cc2ccc(C(F)(F)F)cc2)[C@H](C)CN([C@@H](C)CO)C(=O)c2cc(NC(=O)Cc3ccccc3)ccc2O1	4.2%
COc1ccc(CCNC(=O)CSc2nc3c(sc(=S)n3-c3ccccc3)c(=O)[nH]2)cc1OC	1.0%
CN(C(=O)NC1CCCCC1)[C@H]1C[C@H]2c3[nH]c4ccccc4c3CCN2C(=O)[C@H]1CO	0.7%
CCOC(=O)c1c(NC(=O)COC(=O)c2cccc([N+](=O)[O-])c2)sc(C(=O)N(C)C)c1C	2.9%
C[C@H]1CN([C@@H](C)CO)S(=O)(=O)c2ccc(C#CC(C)(C)O)cc2O[C@H]1CN(C)Cc1ccccc1	i
COc1ccc(NC(=O)C[C@H]2C(=O)N(CCc3ccccc3)C[C@@H]2CSC)cc1	0.2%
Cc1ccc(O)c(Cc2cc(C)cc(Cc3cc(C)ccc3O)c2O)c1	3.1%
CCn1c(SCC(=O)NC2CC2)nc2ccccc21	3.5%
CCCCN1C(=O)C(CC(=O)NCCCN(C)C)CC(C(=O)N(CC)CC)=C1C (centres undefined)	0.2%
O=C(NCc1ccccc1)C1CNCC(C(=O)NCc2ccccc2)C1 (centres undefined)	i
COc1cccc(CCNC(=O)c2cc(COc3ccc(C)c(C)c3)on2)c1OC	2.3%
CC(C)C1C(=O)N(Cc2cn(CCC3OCCCO3)nn2)CCS(=O)(=O)N1Cc1ccc(-c2ccc(Cl)cc2)cc1 (centres undefined)	0.4%
CCC(O)c1cnc(OCc2ccccc2)nc1OCc1ccccc1 (centres undefined)	5.5%
CCOc1ccc(S(=O)(=O)Nc2ccc(C(=O)N(CC)CC(=O)NCc3cccs3)cc2)cc1	0.2%
COCC(=O)N(C)C[C@@H]1Oc2cc(-c3ccc(F)cc3)ccc2S(=O)(=O)N([C@H](C)CO)C[C@H]1C	7.2%
C[C@H](CO)N1C[C@H](C)[C@@H](CN(C)S(=O)(=O)c2cccc(F)c2)OCc2cn(nn2)CCCC1=O	5.8%
COc1ccccc1N1CC(C(=O)OC(C)C(=O)Nc2ccc(F)cc2)CC1=O (centres undefined)	0.2%
CSc1ncnc2c1ncn2CCCNCC(C)c1ccccc1 (centres undefined)	i
CCCN(C(=O)CSc1nnc(-c2ccc3c(c2)OCO3)o1)C1CCS(=O)(=O)C1 (centres undefined)	1.7%
CCCCCC(=O)N1C[C@H](O)[C@@H](n2cc(C3CC3)nn2)C[C@@H]1c1ccc(OC)cc1	1.8%
CN(CCCn1ccc(NC(=O)OCc2ccccc2)nc1=O)CCc1ccccn1	i
C[C@@H]1CN([C@@H](C)CO)C(=O)CCCn2nncc2CO[C@@H]1CN(C)C(=O)Nc1ccccc1	i
NS(=O)(=O)c1cccc(NC(=O)CSc2nnc(NC3CC3)s2)c1	i
CCCCCCCCC(=O)N1C(C)CCC1C (centres undefined)	i
COc1ccc(NC(=O)N(C)C[C@@H]2OCc3cnnn3CCCC(=O)N([C@@H](C)CO)C[C@H]2C)c(OC)c1	i
CCCC1NC(=O)c2cccnc2-n2c1nc1cc(C)cc(C)c1c2=O (centres undefined)	3.4%
COc1cc2c(cc1CNC[C@H]1O[C@@H](n3ccc(N)nc3=O)[C@H](O)[C@@H]1O)OCO2	i
CN(CC(=O)Nc1ccc(F)cc1)C(=O)COC(=O)c1nc(Cl)ccc1Cl	i
COCCN(CC(=O)Nc1cccc(C)c1C)C(=O)/C=C/c1ccc2c(c1)OCCO2	0.1%
CCN(CC(=O)Nc1c(F)cccc1F)C(=O)c1cccn1C	1.1%
COc1ccc(CN2C(=O)C(CC(=O)NCCc3ccccn3)CC(C(=O)N(C)C)=C2C)cc1 (centres undefined)	0.8%
O=C(COC(=O)c1cncc(Br)c1)Nc1ccc(S(=O)(=O)N2CCOCC2)cc1	i
COc1ccc(-n2nc3c(c2NC(=O)c2ccccc2)CS(=O)(=O)C3)cc1	i
O=C([C@@H]1CCCN1C1=NS(=O)(=O)c2ccccc21)N1CCN(c2ccccc2)CC1	1.2%
COc1ccc2[nH]c(=O)c(CN(C(C)=O)c3cc(C)ccc3C)cc2c1	1.6%
CC1C(c2ccccc2)OCCN1C=NC#N (centres undefined)	0.5%
Cc1ccc(CC(C)(O)CC(C)(O)Cc2ccc(C)cc2)cc1 (centres undefined)	3.0%
CCCCn1c(SCC(=O)NC2CC2)nc2cc(C(=O)OC)ccc2c1=O	7.1%
COCC(=O)N1C[C@H]2CON(C)[C@H]2C[C@H]1c1cccc(-c2ccccc2)c1	i
CCC(=O)N(C)C[C@@H]1Oc2ncc(Br)cc2C(=O)N([C@H](C)CO)C[C@H]1C	0.3%
O=C(CSc1ncn[nH]1)Nc1nc2c(F)c(F)c(F)cc2s1	0.0%
CC1=C(C(=O)N(C)C)CC(CC(=O)NCCCN(C)C)C(=O)N1CCC1=CCCCC1 (centres undefined)	0.4%
Cc1ccc(S(=O)(=O)n2cccc2/C=C/[N+](=O)[O-])cc1	>25µM*
O=C1CNC(=O)c2cc(Cl)ccc2N1	1.2%
CCCCn1c(NCc2cc(C)ccc2O)nc2ccccc21	i
COc1cc(/C=C2/SC(=S)N(CC(=O)NNC(=O)c3ccc(F)cc3)C2=O)cc(OC)c1OC	i
COc1ccccc1CN1CC(C(=O)N(C)CCc2ccccn2)CCC1=O (centres undefined)	i
CCc1ccc([C@@H]2C[C@H]3[C@@H](CN2S(=O)(=O)c2ccc(C)cc2)C(=O)C[C@@H](c2ccccc2)N3S(=O)(=O)c2ccc(C)cc2)cc1	i

# (more compounds)
Structure	VEEV TC-83 Vero
COc1ccc([C@H]2C[C@H](O)[C@@H](n3cc(C4CC4)nn3)CN2C(=O)C2CCCCC2)cc1	2.9%
COc1cc2ccccc2cc1C(=O)N/N=C/c1cccs1	12%
Cc1nnc(SC(C)C(=O)c2c[nH]c3ccccc23)n1C1CC1 (centres undefined)	1.1%
CNC(=O)C[C@@H]1C(=O)N(C2CCCCC2)CC1(C)C	1.0%
CCN1C(=O)[C@H]2[C@@H](c3ccc(OC)cc3)N[C@]3(CCCN(Cc4ccc(Cl)cc4)C3=O)[C@H]2C1=O	i
CC1=C(C(=O)N2CCOCC2)CC(CC(=O)NCC2CCCCC2)C(=O)N1Cc1ccc(F)cc1 (centres undefined)	2.6%
CCc1ccc(CN(C)C(=O)c2cc(COc3cncc(Cl)c3)on2)cc1	i
Cc1cccc(NC(=O)C(C)Sc2ncnc3sccc23)c1 (centres undefined)	0.1%
O=C(CSc1nnc(-c2cccnc2)o1)Nc1ccc(F)cc1	0.6%
CC1(C)CC(Cc2cccc(C(F)(F)F)c2)N(C(=O)OC(C)(C)C)C1 (centres undefined)	0.4%
COc1ccc(OC)c(C(=O)CCCCC(=O)c2cc(OC)ccc2OC)c1	5.0%
COc1ccc(-c2ccc(CN3C(CC(C)C)C(=O)N(Cc4cn(CC5CCCCC5)nn4)CCS3(=O)=O)cc2)cn1 (centres undefined)	0.9%
COc1ccccc1NC(=O)N(C)C[C@H]1OCc2cnnn2CCCC(=O)N([C@H](C)CO)C[C@@H]1C	i
COc1ccc(S(=O)(=O)N2CCOCC2)cc1NC(=O)CN1C(=O)NC2(CCC(C)CC2)C1=O (centres undefined)	2.1%
CC(C)CC1C(=O)N(Cc2cn(CCC3OCCCO3)nn2)CCS(=O)(=O)N1Cc1ccc(-c2cccc(N(C)C)c2)cc1 (centres undefined)	0.9%
CN(CC(=O)Nc1ccc(Cl)cc1)CC(=O)N1CCc2ccccc21	i
C[C@@H]1CN([C@H](C)CO)C(=O)CCCn2cc(nn2)CO[C@H]1CN(C)C(=O)Oc1ccc2ccccc2c1	5.4%
CC(C)OC(=O)N(C)C[C@H]1OCc2cnnn2CCCC(=O)N([C@@H](C)CO)C[C@H]1C	0.3%
O=C(c1ccc2c(c1)OCCO2)N1CCN(c2ccc(C(F)(F)F)cn2)CC1	1.7%
Nc1c(C(=O)Nc2ccccc2)sc2nc(N3CCOCC3)c3c(c12)CCCC3	6.2%
Cc1nc(N)ncc1CCC1OCCO1	3.1%
COc1ccc2nc3n(c(=O)c2c1)-c1ncccc1C(=O)NC3CC(C)C (centres undefined)	0.7%
O=S(=O)(c1ccc(SCc2c(F)cccc2Cl)nc1)N1CCCC1	2.8%
COc1ccc([C@H]2N[C@]3(CCCN(Cc4ccc(Br)cc4)C3=O)[C@H]3C(=O)N(C)C(=O)[C@@H]23)cc1	2.0%
C[C@@H]1CN([C@@H](C)CO)C(=O)CCCn2nncc2CO[C@H]1CN(C)C(=O)NC1CCCCC1	0.2%
O=C(OCc1cn([C@H]2C[C@H](c3ccccc3)N(Cc3cccs3)C[C@@H]2O)nn1)c1ccccc1	0.7%
C[C@H]1CN([C@@H](C)CO)C(=O)CCCn2nncc2CO[C@H]1CN(C)C(=O)c1ccc2ccn(C)c2c1	i
Cc1occc1C(=O)N(C)CC1CCCN(CCc2ccc(Cl)cc2)C1 (centres undefined)	0.1%
Cc1ccc([C@H]2C[C@@H](O)[C@H](n3cc(C4CC4)nn3)CN2C(=O)c2cccs2)cc1	1.5%
O=C1NC(Cc2ccccc2)c2nc3ccc(Cl)cc3c(=O)n2-c2cc3ccccc3cc21 (centres undefined)	1.3%

# Some of these compounds in order of heavy-atom count, low to high.
Structure	VEEV TC-83 Vero
Cc1nc(N)ncc1CCC1OCCO1	3.1%
O=S(=O)(c1ccc(SCc2c(F)cccc2Cl)nc1)N1CCCC1	2.8%
Cc1occc1C(=O)N(C)CC1CCCN(CCc2ccc(Cl)cc2)C1 (centres undefined)	0.1%
O=C(c1ccc2c(c1)OCCO2)N1CCN(c2ccc(C(F)(F)F)cn2)CC1	1.7%
C[C@H]1CN([C@@H](C)CO)C(=O)CCCn2nncc2CO[C@H]1CN(C)C(=O)c1ccc2ccn(C)c2c1	i

# Rewritten as labelled records: part of the list above
C[C@@H]1CN([C@H](C)CO)C(=O)CCCn2cc(nn2)CO[C@H]1CN(C)C(=O)Oc1ccc2ccccc2c1
  VEEV TC-83 Vero: 5.4%
Cc1nc(N)ncc1CCC1OCCO1
  VEEV TC-83 Vero: 3.1%
O=S(=O)(c1ccc(SCc2c(F)cccc2Cl)nc1)N1CCCC1
  VEEV TC-83 Vero: 2.8%
O=C(OCc1cn([C@H]2C[C@H](c3ccccc3)N(Cc3cccs3)C[C@@H]2O)nn1)c1ccccc1
  VEEV TC-83 Vero: 0.7%

# The results go on.
Structure	VEEV TC-83 Vero
Cc1ccc([C@H]2C[C@@H](O)[C@H](n3cc(COC(=O)c4ccccc4)nn3)CN2Cc2cccs2)cc1	0.3%
C[C@@H]1CN([C@H](C)CO)C(=O)CCCn2nncc2CO[C@@H]1CN(C)S(=O)(=O)c1ccc(Oc2ccccc2)cc1	5.2%
C[C@@H]1CCCCO[C@H](CN(C)C(=O)Nc2ccc(F)cc2)[C@@H](C)CN([C@H](C)CO)C(=O)c2cc(N(C)C)ccc2O1	i
C[C@@H]1CN([C@H](C)CO)C(=O)CCCn2nncc2CO[C@H]1CN(C)C(=O)Nc1ccnc(N2CCOCC2)c1	4.8%
CC(C)/C=C/C(=O)N1CCC(N2CCC(C(=O)NCC3CCCO3)CC2)CC1 (centres undefined)	i
COc1ccc(OC(=O)OCc2ccccc2)cc1	2.8%
Cc1ccccc1NC(=O)Cc1nc(COC(=O)CNC(=O)c2ccc(Cl)cc2Cl)cs1	1.9%
CCNC(=O)Nc1cc(S(=O)(=O)N2CCOCC2)ccc1N1CCCCC1	i
OCC[C@@H]1C[C@H](O)[C@@H](O)[C@]2(OCc3ccc4ccccc4c32)O1	i
CC1CCC2(CC1)NC(=O)N(CC(=O)Nc1ccc(N3CCCCC3)cc1)C2=O (centres undefined)	1.8%
Cc1ccccc1-c1ccc2c(c1)O[C@@H](CN(C)Cc1ccc(C(=O)O)cc1)[C@@H](C)CN([C@H](C)CO)S2(=O)=O	1.0%
Cc1cc(C)n2c(SCC(=O)N(CCC#N)c3ccc4c(c3)OCCO4)nnc2n1	i
COC(=O)C1=C(c2ccc(OCc3ccccc3)cc2)C[C@@H]2CC[C@H]1N2C(=O)NCc1ccccc1C(F)(F)F	i
O=C(CN1CCN(Cc2ccccc2)CC1)Nc1cccc(Cl)c1Cl	4.7%
